Screening results deposited in PubChem by The Scripps Research Institute Molecular Screening Center.
NR2E3 ag: NR2E3 (human) agonism; GST-NR2E3/biotin-RetCOR TR-FRET, 1536-well; inhibition of corepressor binding, % at 4.78 µM; 320,000 tested, 0.12% active; AID 2300;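 active means percent inhibition above the cutoff of mean plus 3 SD of all tested compounds, set per screening campaign, cut at about 20% in these data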;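 further: 0% = DMSO wells and 100% = biotin wells as full block of FRET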
Target sequence (Q9Y5X4 whole entry, looked up): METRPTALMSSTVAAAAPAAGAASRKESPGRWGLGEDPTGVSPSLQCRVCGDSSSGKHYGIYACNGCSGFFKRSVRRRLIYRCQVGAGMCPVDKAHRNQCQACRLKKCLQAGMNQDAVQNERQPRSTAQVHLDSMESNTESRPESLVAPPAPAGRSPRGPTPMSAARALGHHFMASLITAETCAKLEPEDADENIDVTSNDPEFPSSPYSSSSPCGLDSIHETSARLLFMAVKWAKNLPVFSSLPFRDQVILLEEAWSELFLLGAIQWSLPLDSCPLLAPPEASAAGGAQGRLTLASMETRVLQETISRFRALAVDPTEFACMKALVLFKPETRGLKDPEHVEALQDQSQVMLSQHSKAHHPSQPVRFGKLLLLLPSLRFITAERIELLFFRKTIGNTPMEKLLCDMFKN
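System: GST-NR2E3 and biotin-RetCOR proteins; probe or stimulus: 7 nM biotin-RetCOR; doses: compound at 4.8 µM, single dose; schedule: Compound–protein incubation for 5 h at 4 °C; detection: time-resolved FRET; read-out: percent inhibition; controls: biotin wells as high control, 0.6% DMSO wells as low control; format: 1536-well plates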
* marks the source's active call; other numbers are inactive results.

SMILES | NR2E3 ag
Cc1ccc(S(=O)(=O)/C(C#N)=C/c2c(Oc3ccc(Cl)cc3)nc3c(C)cccn3c2=O)cc1 | -2
O=C(c1cccnc1)N1CCN(c2ccccc2Cl)CC1 | -1
O=C1CSC(=S)N1N1C(=O)c2cccc([N+](=O)[O-])c2C1=O | 1
CCOc1ccc(C2C(C#N)=C(N)SC(N)=C2C#N)cc1OC | 10
N#CCCS(=O)(=O)c1nnnn1-c1ccccc1 | -2
COc1ccc(/C=N/n2cnc3c([nH]c4ccc(Br)cc43)c2=O)cc1CN1CCOCC1 | 4
CCc1cc2c(=O)c(-c3nc4ccccc4n3C)c(C)oc2c(CN2CCN(C)CC2)c1O | 1
CS(=O)(=O)c1nc(-c2ccco2)cc(C(F)(F)F)n1 | 3
COc1cccc(CN2CCNC(=O)C2CC(=O)N(C)CCc2ccccn2)c1OC (stereo unspecified) | 1
CCOc1ccc(/C=C2\N=C(c3cccs3)OC2=O)cc1OC | -1
CCSc1nc(N)c2c3c(sc2n1)CN(C)CC3 | 2
Cc1ccc2nc3nc(NCC4CCCO4)c(C(=O)NC4CCCCC4)cc3c(=O)n2c1 (stereo unspecified) | 1
COC/C=C/C1=CC2=CC(=O)C(C)(OC(=O)c3cnc4ccccc4n3)C(=O)C2=CN1c1cccc(C#N)c1 (stereo unspecified) | -1
CC(C)c1ccc(/C=C/C(=O)NC2=NCCS2)cc1 | -5
O=C(c1cccs1)[C@@H]1[C@@H]2C(=O)N(Cc3ccc4c(c3)OCO4)C(=O)[C@@H]2C2c3ccccc3C=CN21 (stereo partly specified) | 0
CC1=NN(c2ccccc2)C(=O)/C1=C/c1cc2cc(C)ccc2nc1N1CCCCC1 | 5
COc1cc(NC(=O)c2cc(-c3cccnc3)nc3ccc(C)cc23)c(OC)cc1Cl | -1
Cc1cc(C)n2nc(SCc3cc(=O)oc4cc(C)c(C)cc34)nc2n1 | 0
O=C(Cn1nc(-c2ccc3c(c2)OCCO3)ccc1=O)Nc1cccc(NC(=O)c2ccccn2)c1 | 3
Cc1nc(N2CCCCC2)sc1C(=O)c1ccc(Cl)c([N+](=O)[O-])c1 | -4
CC1CCCCC1NS(=O)(=O)c1ccc(S(=O)(=O)NCc2ccncc2)cc1 (stereo unspecified) | 3
CCOc1ccccc1NS(=O)(=O)c1cn(C)c(=O)n(C)c1=O | 1
COC(=O)/C=C1/S/C(=N/N=C/c2ccc(N(C)C)cc2)NC1=O | 2
Cc1sc2nc(-c3ccncc3)[nH]c(=O)c2c1-c1ccccc1 | -2
Cc1ccc2c(c1)C1C=CCC1C(C(=O)O)N2 (stereo unspecified) | 7
CCOC(=O)/C(C(=O)Nc1ccc(Cl)cc1Cl)=C1/NC(C)(C)Cc2ccccc21 | 1
CCOc1ccccc1Nc1nc(-c2sc(NC(=O)c3ccccc3)nc2C)cs1 | -15
CCOC(=O)N1CCN(C(=O)c2nn(-c3cc(OC)cc(OC)c3)c(=O)c3ccccc23)CC1 | -4
OC(CN1CCNCC1)Cn1ccc2ccccc21 (stereo unspecified) | -1
O=C(O)C1CCC(N2C(=O)c3c(Cl)c(Cl)c(Cl)c(Cl)c3C2=O)CC1 (stereo unspecified) | 2
Cc1cc(C(=O)CSc2cccc[n+]2[O-])c(C)n1-c1ccc(Br)cc1 | 1
COc1ccc(-n2c(SCC(=O)N3CCOCC3)nnc2C(C)N2CCCCC2)cc1 (stereo unspecified) | 7
CCC/C=C(\CCC)C(NC(=O)CCc1ccccc1)c1ccc(C(F)(F)F)cc1 (stereo unspecified) | 2
Cc1cc2cc(CCNC(=O)C3c4ccccc4Oc4ccccc43)c(=O)[nH]c2cc1C | -1
CC1(OC(=O)CCc2ccccc2)C(=O)C=C2C=C(C3CC3)OC=C2C1=O (stereo unspecified) | 3
C=CCOC(=O)c1[nH]c2c(c1C)C(=O)CC(c1ccco1)C2 (stereo unspecified) | 3
O=C1Nc2ccccc2S/C1=C\C(=O)N1CCCC1 | 5
Cc1ccc(S(=O)(=O)NC(=O)c2ccc(-c3ccc(-c4ccccc4)cc3)o2)c(C)c1 | 4
CCCn1c(=NC(=O)c2c(-c3c(F)cccc3Cl)noc2C)c(C(=O)OCC)cc2c(=O)n3ccccc3nc21 | 1
CCOC(=O)C1Nc2c(F)cc(C)cc2C2C=CCC12 (stereo unspecified) | 2
O=C(O)C1C2C=CC(O2)C1C(=O)NCCCn1ccnc1 (stereo unspecified) | 2
O=C(c1ccco1)N1CCN(c2ncnc3c2[nH]c2ccc(Cl)cc23)CC1 | -1
CC(C)(C)C#CC(CCc1ccccc1)OS(N)(=O)=O (stereo unspecified) | 5
C#CCSc1nncn1C(=O)/C=C/c1ccccc1 | 0
COc1cccc(-n2c([S-])c(C(=O)Nc3ccc(C(F)(F)F)cc3)[n+]3ccccc23)c1 | -2
c1ccc(C2CCC(N3CCC(N4CCCCC4)CC3)CC2)cc1 (stereo unspecified) | 8
NC(=O)c1cc([N+](=O)[O-])ccc1NCCN1C(=O)c2ccccc2C1=O | 3
Cc1ccc(NC(NC(=O)OCCn2c([N+](=O)[O-])cnc2C)C(Cl)(Cl)Cl)cc1 (stereo unspecified) | 4
COc1ccc(OCc2nnc(SCC(=O)c3c(N)n(C)c(=O)n(C)c3=O)n2-c2ccccc2F)cc1 | -4
CC(C)Nc1ccc(Cl)cc1[N+](=O)[O-] | 2

Next section.
SMILES | NR2E3 ag
CCOCC(=O)Nc1cc(Cl)c(OC)cc1OC | -2
CCCCc1ccc(-c2nc(NC(=O)C3C4CCC(O4)C3C(=O)O)sc2C)cc1 (stereo unspecified) | 4
O=C1[C@H](CC[C@H](O)c2ccc(F)cc2)[C@@H](c2ccc(O)cc2)N1c1ccc(F)cc1 | -2
C#CCOCCOCCOCCNc1nc(N2CCN(C(=O)CCCCCCCCCCNC(=O)[C@H](CCCCN)n3cc(CCO)nn3)CC2)nc(N2CCN(C(=O)CCCCCCCCCCNC(=O)[C@H](CCCCN)n3cc(C[C@@H](C)CC)nn3)CC2)n1 | -4
O=c1oc2cc(OCc3ccc(F)cc3F)ccc2cc1-c1ccc2ccccc2n1 | 3
Cc1c(Cc2ccccc2)sc(N)c1C(N)=O | 1
Cc1cc(-c2cc(C(=O)Nc3ccccc3)on2)nc(NC2CCCC2)n1 | 0
Cc1ccc(N=c2c([N+](=O)[O-])nn(-c3ccc4c(c3)OCCO4)n2O)c(Cl)c1 | -1
Cc1nc2ccccc2c(=O)n1/N=C/c1ccc([N+](=O)[O-])o1 | 1
COC(=O)c1ccccc1S(=O)(=O)N(Cc1cc2cc3c(cc2[nH]c1=O)OCO3)C1CCCCC1 | 3
Cc1cccc(N2CSC3=C(C#N)C(c4ccc(C)o4)CC(=O)N3C2)c1 (stereo unspecified) | 4
O=c1[nH]c(=O)c2ncc(-c3ccc(Cl)cc3)nc2[nH]1 | 1
COc1ccccc1-c1nc(NC(C)=O)n[nH]1 | 2
COc1cccc(CC(NC(C)=O)C(=O)NC2CCN(c3c4c(nc5ncnn35)CCC4)CC2)c1OC (stereo unspecified) | -2
CC(=O)Oc1c(C)cc(O)c2ccccc12 | -3
NC(=O)C(CC(=O)O)NC(=O)[C@@H]1CCOc2c(I)cc([N+](=O)[O-])cc2C(=O)N[C@@H](CO)C(=O)N[C@@H](Cc2ccc(O)cc2)C(=O)N1 (stereo partly specified) | 4
O=C(NC1CCS(=O)(=O)C1)c1cccnc1 (stereo unspecified) | 0
C1CN(c2nc(N3CCOCC3)nc(N3CCOCC3)n2)CCO1 | -4
CC(=O)O[C@@H]1[C@@H](O)[C@@H](O)[C@H](Oc2c(-c3ccc(O)cc3)oc3c(CC=C(C)C)c(O)cc(O)c3c2=O)O[C@H]1C | 4
OCCCc1nc2n(n1)C(c1cccs1)C=C(c1ccc(Br)cc1)N2 (stereo unspecified) | 0
CCN1CCN(CCOCCOc2ccccc2-c2ccccc2)CC1 | 0
COC(=O)c1sc(N2C(=O)C(=O)/C(=C(/O)c3ccc(C)cc3)C2c2ccco2)nc1C (stereo unspecified) | -4
CCCOc1ccc2oc(=O)c3c(c2c1)CCCN3C(=O)CN1CCN(C(=O)c2ccco2)CC1 | -1
COc1ccc(CC(=O)NNC(=O)Cc2ccc(OC)cc2)cc1 | -1
CCOC(=O)c1cnc(SCC(=O)Nc2ccc(N3CCOCC3)cc2)nc1N | -1
CC1CCN(C(=O)C2CCN(CCCc3ccccc3)CC2)CC1 | 7
O=c1c2c3c(sc2n2cnnc2n1-c1ccccc1)N(Cc1ccccc1)CCC3 | 1
Cc1ccc(C2=NN(CC(=O)NCc3cccnc3)C(=O)CC2)cc1 | 0
CC(/C=C1\SC(=S)N(CCCC(=O)Nc2ccc(C(=O)O)c(O)c2)C1=O)=C\c1ccccc1 | 1
CC1=CC(=Nc2c(C)n(C)n(-c3ccccc3)c2=O)C=CC1=O | -3
COc1ccc(CCN(C)C(=O)c2ccc(S(=O)(=O)Nc3ccccc3C)cc2)cc1OC | 3
COCCNC(=O)c1cc(Sc2nnc(C)s2)nc2ccccc12 | 1
CNC(=O)c1cc2c(ccc3ccccc32)oc1=N | -2
CC(=O)c1ccccc1NC(=O)CSc1nnc2ccccn12 | 3
C#CCOCCOCCOCCNc1nc(N2CCN(C(=O)[C@H](C)n3cc(CCCN=C(N)N)nn3)CC2)nc(N2CCN(C(=O)[C@H](Cc3ccc(O)cc3)n3cc(CCO)nn3)CC2)n1 | 0
O=C(/C=C/c1ccco1)c1ccc(O)cc1 | 3
Cn1cnnc1Sc1nc2c(c(=O)n(C)c(=O)n2C)n1C | -3
CN(C)CCNCCCOc1ccccc1-c1ccccc1 | 2
C=CC[C@@H]1C=C[C@H](O/N=C/[C@@H](NS(=O)(=O)c2ccc(C)cc2)[C@H](C)/C=C/CC(=O)OC)[C@@H](CO)O1 | 0
O=c1cc(-c2ccc(Cl)cc2)[nH]c2ccccc12 | 3

Compounds above with a COOH group, in the order listed:
SMILES | NR2E3 ag
Cc1ccc2c(c1)C1C=CCC1C(C(=O)O)N2 (stereo unspecified) | 7
O=C(O)C1CCC(N2C(=O)c3c(Cl)c(Cl)c(Cl)c(Cl)c3C2=O)CC1 (stereo unspecified) | 2
O=C(O)C1C2C=CC(O2)C1C(=O)NCCCn1ccnc1 (stereo unspecified) | 2
CCCCc1ccc(-c2nc(NC(=O)C3C4CCC(O4)C3C(=O)O)sc2C)cc1 (stereo unspecified) | 4
NC(=O)C(CC(=O)O)NC(=O)[C@@H]1CCOc2c(I)cc([N+](=O)[O-])cc2C(=O)N[C@@H](CO)C(=O)N[C@@H](Cc2ccc(O)cc2)C(=O)N1 (stereo partly specified) | 4
CC(/C=C1\SC(=S)N(CCCC(=O)Nc2ccc(C(=O)O)c(O)c2)C1=O)=C\c1ccccc1 | 1

Remaining list, next part:
SMILES | NR2E3 ag
COc1ccc(C2CC(=O)C(C(c3ccc(O)cc3)C3C(=O)CC(c4ccc(OC)cc4)CC3=O)C(=O)C2)cc1 (stereo unspecified) | 6
Cc1ccc(C(=O)C(NC(=O)c2ccco2)Nc2sc3c(c2C(N)=O)CCCC3)cc1 (stereo unspecified) | -1
Cc1cc(C)nc(S/C=C/C(=O)c2ccc(F)cc2)n1 | 0
Cc1ccc2nc(-c3ccccc3)nc(SC(C)C(=O)NCc3cccs3)c2c1 (stereo unspecified) | 1
Cc1nn(-c2ccccn2)c2c1C(c1c(F)cccc1Cl)C1=C(N2)c2ccccc2C1=O (stereo unspecified) | -2
C/C(CCN1CCCCc2nc(C)c(C)cc21)=N\O[C@@H](C)CN1CCCCc2nc(C)c(C)cc21 | 0
O=c1c2cc(Br)cc(Br)c2oc2nc3n(c(=O)c12)CCCS3 | -4
Cc1ccc2[nH]c3c(=O)n(CCC4=CCCCC4)cnc3c2c1 | 3
Cn1nc(OC(=O)Nc2ccccc2)cc1C(F)(F)F | 3
CCOc1ccc(S(=O)(=O)n2ccnc2C)cc1 | -2
COC(=O)C1CCN(CC(=O)Nc2cc(Cl)ccc2OC)CC1 | 2
Cc1nnc2sc(SCc3ccccc3)nn2c1=O | -1
Nc1c2c(nc3c1CCC3)CCCC2 | 1
COc1cc(C)c(CNc2ccc(OC)c(OC)c2)cc1C | 1
O=C(Cn1c2ccc(F)cc2c2nc3n(c(=O)c21)CCS3)Nc1ccccc1F | 1
C#CCOCCOCCOCCNc1nc(N2CCN(C(=O)CCCCCCCCCCNC(=O)[C@H](CO)n3cc(CCCSC)nn3)CC2)nc(N2CCN(C(=O)CCCCCCCCCCNC(=O)[C@@H]([C@H](C)O)n3cc(C)nn3)CC2)n1 | 2
COc1ccccc1N1CCN(C(=O)Cn2nc3n(C)c4ccccc4n3c(=O)c2=O)CC1 | 5
COc1ccc(-c2cc(C(F)(F)F)nc(SCCC(=O)NCc3ccco3)n2)cc1 | 2
CCn1ncc(CNC(=O)c2cccc([N+](=O)[O-])c2)c1C | 2
CCN(CC)CCNc1ncnc2c1[nH]c1ccc(OC)cc12 | -3
Cc1nc2ccccn2c1C(=O)N/N=C/c1ccc([N+](=O)[O-])cc1 | 3
O=C(Cn1nc(C(=O)O)c2ccccc2c1=O)Nc1ccc2c(c1)C(=O)c1ccccc1C2=O | 1
CC1CCN(c2nc3ccccc3nc2C(C#N)C(=O)NC2CCCCC2)CC1 (stereo unspecified) | 5
Cc1cc2ncn(-c3ncnc4sc5c(c34)CCCC5)c2cc1C | 2
CC(Oc1ccccc1)C(=O)N1CCC2(CC1)Oc1ccc(Cl)cc1C(=O)C21CC(c2ccccc2)=NO1 (stereo unspecified) | 2
O=[N+]([O-])c1cc(C(F)(F)F)ccc1N/N=C/c1cc2ccccc2nc1Cl | 0
COC(=O)C1=C(C(=O)OC)[C@@H]2N(C)c3ccccc3[C@@]23C[C@@H](CO)N=C3N1 | -1
CCN(CC)c1ccc(/C=C/c2nc3ccccc3s2)cc1 | 0

Only part of the results is shown. The share of hits here may be higher or lower than overall.
